F508del corr: correctors of CFTR F508del function in bronchial epithelial cells; CFBE cells, YFP halide quenching; stimulated with forskolin plus potentiator P3; % fluorescence drop versus neutral controls; activity (quench increase), % at 7.58 µM; hit rate 0.36% among 350,000; AID 720511;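 active means mean added fluorescence quench of at least 8% versus neutral control, with both replicates also reaching 8%; inconclusive means only one of the mean or replicate conditions met; inactive means mean below 8% and not both replicates reaching 8%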;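 further: cells transiently co-express mutant CFTR-F508del with the halide-sensitive YFP; corrector assay measuring rescue of mutant channel to the surface after 24 h compound exposure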
INS-1E GSIS act: primary screen for activators of insulin secretion dependent on glucose, INS-1E cells, GLuc reporter luminescence; activation, % at 16.6 µM; INS-1E GLuc reporter insulin secretion, 2-3 h; hit rate 0.61% among 370,000;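 active means lowest replicate activation of at least 40%, so every replicate reaches that level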;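 further: 0% = median of neutral control wells and 100% = median of IBMX positive control wells; some compounds called inactive have numbers as strong as hits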
E-selectin induc: E-selectin induction on HUVECs. P16581. HUVEC E-selectin immunofluorescence imaging; normalized: neutral wells 0, TNF-alpha wells 100. activation, % at 7.58 µM. hit rate 0.37% among 260,000;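 active means mean E-selectin-positive cell signal at least 10% of the positive control, reached in at least 60% of replicates, without over 20% cell loss; inconclusive means no rule given, readout overlaps actives, possibly toxicity-flagged; inactive means the rest, including those meeting only one limit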;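 further: in these data hits start at about 27%; measured in HUVEC primary endothelial cells; signal is the percent of cells scored E-selectin positive by PE staining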
Target sequence (P16581 whole entry, looked up): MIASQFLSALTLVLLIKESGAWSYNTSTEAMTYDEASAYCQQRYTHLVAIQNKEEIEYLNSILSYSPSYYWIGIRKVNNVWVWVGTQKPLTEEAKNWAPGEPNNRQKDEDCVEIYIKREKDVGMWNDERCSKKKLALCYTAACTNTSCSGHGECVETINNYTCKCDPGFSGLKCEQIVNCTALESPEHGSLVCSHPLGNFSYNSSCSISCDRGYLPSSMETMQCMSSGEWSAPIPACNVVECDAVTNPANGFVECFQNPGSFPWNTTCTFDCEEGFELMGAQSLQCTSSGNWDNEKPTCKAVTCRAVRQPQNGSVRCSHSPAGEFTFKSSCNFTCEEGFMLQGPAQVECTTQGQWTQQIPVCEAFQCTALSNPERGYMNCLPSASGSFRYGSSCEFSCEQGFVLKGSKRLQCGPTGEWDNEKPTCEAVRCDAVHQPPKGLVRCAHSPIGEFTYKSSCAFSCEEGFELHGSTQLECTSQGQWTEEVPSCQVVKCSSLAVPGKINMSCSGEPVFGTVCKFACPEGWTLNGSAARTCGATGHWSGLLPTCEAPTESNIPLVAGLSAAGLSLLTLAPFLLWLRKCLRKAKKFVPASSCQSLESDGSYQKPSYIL
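Test system – human umbilical vein endothelial cells (HUVEC), E-selectin induction · Input – 3,000 HUVEC seeded per well · Buffer or medium – EGM-2, gelatin · Compound dosing – single-point compound dose · Detection – immunofluorescence imaging · Measure – percent E-selectin-positive cells · Controls – TNF-alpha high, DMSO low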
XiGFP reactiv: X-chromosome reactivation activator; XiGFP mouse fibroblasts, % GFP-positive cells imaging, 3 d; cells co-treated with 5-aza-dC sensitizer; scaled so ellipticine positive control = 100%; activation, % at 7.58 µM; hit rate 0.055% among 360,000; AID 743238;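 active means mean normalized replicate activation at least 10% and every replicate at or above 10%; inconclusive means only one of the two criteria met; inactive means mean below 10% and not all replicates reach 10%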;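 further: 0% = median of on-plate neutral control wells and 100% = ellipticine 6 µM median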
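Material: XiGFP fibroblasts, SV40-immortalized. Buffer or medium: DMEM plus 5-aza-dC sensitizer. Compound: single concentration per compound, delivered by pin transfer. Times: 3 days compound exposure. Controls: ellipticine 6 µM.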
DENV2 CPE rescue: DENV2-induced cell death inhibition. DENV2-infected cells, cytopathic effect rescue, plate reader. CPE inhibition, % at 9.99 µM. hit rate 1.7% among 350,000. AID 651640; in the data active means CPE inhibition above about 20%, passing the limit was not always enough; inconclusive means no clear call, values can overlap the other calls; tested in BHK-21 cells;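 further: 0% = median of neutral control wells and 100% = median of positive control wells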
CASP6 VEID inh: caspase-6 (human) enzyme inhibition; P55212; purified caspase-6, Z-VEID-R110 cleavage fluorescence; inhibition, % at 12.5 µM; hit rate 0.53% among 350,000;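 active means mean inhibition across replicates at least about 35%, with every replicate also reaching that limit, limit read from the data; inconclusive means only one of the two criteria met; inactive means neither criterion met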;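 further: 0% = median of neutral control wells and 100% = no fluorescence left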
Target sequence (P55212 24-179 limits assumed): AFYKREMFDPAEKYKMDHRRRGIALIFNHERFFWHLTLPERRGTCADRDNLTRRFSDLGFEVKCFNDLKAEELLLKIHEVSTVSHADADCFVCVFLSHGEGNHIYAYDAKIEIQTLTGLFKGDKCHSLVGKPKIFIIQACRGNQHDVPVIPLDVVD
Target sequence (P55212 194-293 limits assumed): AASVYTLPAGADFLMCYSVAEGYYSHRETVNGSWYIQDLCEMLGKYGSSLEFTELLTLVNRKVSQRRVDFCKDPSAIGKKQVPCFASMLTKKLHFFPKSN
RAD54 branch: blocks human RAD54 Holliday junction branch migration | Q92698 | FAM/BHQ fluorescence | inhibition, % at 10.4 µM | hit rate 0.14% among 360,000;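 active means mean normalized replicate activity at least 40 and at least half of replicates scoring 40 or more; inconclusive means only one of the two criteria met; inactive means mean below 40 and under half of replicates reaching 40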;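 further: 0% = median of neutral control wells and 100% = median of positive control wells; inhibitors cause a drop in the FAM fluorescence signal; in these data hits start at about 50%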
RAD52 inh: inhibitors of human RAD52 DNA annealing. inhibition, % at 18.7 µM. hit rate 0.46% among 360,000. P43351. AID 651710. recombinant RAD52 DNA annealing, FRET fluorescence;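 active means every replicate showing at least 50% inhibition; inconclusive means mean inhibition at least 50% but not in every replicate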
Active calls of the source: *; ? = inconclusive; nt = no result given; & = joins results of further samples. Random draw from the library; 3.7% or so of the library scored in one or more.

SMILES	F508del corr	INS-1E GSIS act	E-selectin induc	XiGFP reactiv	DENV2 CPE rescue	CASP6 VEID inh	RAD54 branch	RAD52 inh
O=C(Nc1ccccc1F)N1CC(=O)N2[C@H](CO)[C@H](c3ccc(C#Cc4ccc(F)cc4)cc3)[C@@H]2C1	0.7	11	-0.3	0.4	27*	0	nt	7
COc1ccc(NS(=O)(=O)c2c(F)cc(F)c(Cl)c2F)cc1S(=O)(=O)N1CCCCC1	nt	-19	-0.5	-0.1	nt	nt	-11	nt
Cc1ccc(OCCC(=O)NNC(=O)c2cc(C)oc2C)cc1	1.6	nt	nt	0.0	-3	-3	-9	-9
O=C(c1cc(COc2ccc(F)cc2Cl)on1)N1CCN(C2CCCC2)CC1	1.1	-10	0.0	0.0	-10	3	1	-12
CCN1CCc2c(sc(NC(=S)NC(=O)c3ccc(Cl)cc3)c2C(N)=O)C1	0.2	8	0.0	0.7	-1	-2	2	-16
COc1ccc(-c2ccc(C(=O)Nc3cccc(F)c3)c3occc23)c(C)c1	0.4	-1	-0.3	0.0	-6	0	-11	-19
C[C@@H]1CN([C@H](C)CO)C(=O)c2cc(N(C)C)ccc2O[C@@H]1CN(C)C(=O)Nc1ccccc1	1.2	-9	nt	0.3	-5	2	2	-1
C[C@H]1CN([C@@H](C)CO)C(=O)c2cc(NC(=O)Nc3ccc4c(c3)OCO4)ccc2O[C@H]1CN(C)Cc1ccc2c(c1)OCO2	1.5	3	0.1	0.1	-6	-2	2	14
CN(C)S(=O)(=O)N1CCc2ccc(NC(=O)c3ccccc3Cl)cc2C1	-1.0	-6	0.5	0.2	5	-7	2	-16
O=C1CN(S(=O)(=O)Cc2ccccc2)C[C@@H]2[C@H](c3ccc(C#CC4CC4)cc3)[C@H](CO)N12	3.1	-4	0.1	0.0	6	-2	nt	-12
CNC(=O)C[C@H]1C(=O)N(CCc2ccccc2)C[C@@H]1Cc1ccccc1	-0.6	4	nt	0.0	9	-3	-6	4
Cc1ccc2c(c1)c1ncn(Cc3ccc(F)cc3)c(=O)c1n2C	2.3	16	16	0.0	1	-2	-5	-9
CCN(CC(=O)Nc1ccc2c(c1)OCCO2)C(=O)/C=C/c1ccc(OC)cc1OC	-0.4	nt	-0.1	-0.1	-5	-172	-1	-13
CC(=Cc1ccccc1)C(=O)c1ccccc1	3.5	-2	0.2	0.0	-7	0	-5	8
O=C(/C=C/c1ccco1)c1ccc(NC(=O)C23CC4CC(CC(C4)C2)C3)cc1	nt	-41	-1.9	0.3	9	0	4	-33
CO[C@@H]1CN(C)C(=O)c2cc(NC(=O)C3CCC3)ccc2OC[C@H](C)N(Cc2cccnc2)C[C@H]1C	-1.0	14	-0.1	0.5	-7	-2	-6	5
C=CCn1c(C)cc(-c2csc(NC(=O)C3=COCCO3)n2)c1C	-0.7	2	nt	0.4	-4	3	-2	-9
CN(C)c1ccc(C=C2SC(=S)N(Cc3ccco3)C2=O)cc1	6.8	-2	23	0.0	0	0	-2	-75
CCCCCNC(=O)C(CCc1ccccc1)n1c(=O)c(-c2ccccc2)nc2ccccc21 (configuration not stated)	0.2	-9	-0.4	-0.1	0	-5	nt	-27
COc1ccc(CC(=O)NC(C)c2nnc(SCC(=O)c3ccc(OC)cc3)n2C)cc1 (configuration not stated)	-0.4	-10	nt	0.1	5	-2	nt	-1

Some of these compounds in order of count of non-hydrogen atoms, low to high.
SMILES	F508del corr	INS-1E GSIS act	E-selectin induc	XiGFP reactiv	DENV2 CPE rescue	CASP6 VEID inh	RAD54 branch	RAD52 inh
CN(C)c1ccc(C=C2SC(=S)N(Cc3ccco3)C2=O)cc1	6.8	-2	23	0.0	0	0	-2	-75
Cc1ccc2c(c1)c1ncn(Cc3ccc(F)cc3)c(=O)c1n2C	2.3	16	16	0.0	1	-2	-5	-9
CNC(=O)C[C@H]1C(=O)N(CCc2ccccc2)C[C@@H]1Cc1ccccc1	-0.6	4	nt	0.0	9	-3	-6	4
O=C(/C=C/c1ccco1)c1ccc(NC(=O)C23CC4CC(CC(C4)C2)C3)cc1	nt	-41	-1.9	0.3	9	0	4	-33
CCN(CC(=O)Nc1ccc2c(c1)OCCO2)C(=O)/C=C/c1ccc(OC)cc1OC	-0.4	nt	-0.1	-0.1	-5	-172	-1	-13
CCCCCNC(=O)C(CCc1ccccc1)n1c(=O)c(-c2ccccc2)nc2ccccc21 (configuration not stated)	0.2	-9	-0.4	-0.1	0	-5	nt	-27

The listing continues:
SMILES	F508del corr	INS-1E GSIS act	E-selectin induc	XiGFP reactiv	DENV2 CPE rescue	CASP6 VEID inh	RAD54 branch	RAD52 inh
Cc1ccc(C(=O)NC2CCCCC2)cc1	-1.3	4	nt	nt	nt	-4	-1	-5
N#CC(C(=S)Nc1ccccc1)c1nc2ccccc2[nH]1 (configuration not stated)	3.7	2	18	-0.1	5	0	10	-23
CCOC(=O)c1c(C)n(S(=O)(=O)c2ccc(C)cc2)c2ccc(O)c(C(=O)O)c12	-2.4	-2	0.1	0.2	5	18	5	-18
COCC(=O)Nc1nc2n(n1)C(c1ccccc1Cl)CC(c1ccc(OC)cc1)N2 (configuration not stated)	-2.0	5	nt	nt	-2	3	17	0
Cc1cc(C)cc(NC(=O)Nc2ccc3c(c2)C(=O)N(C)[C@@H]2CC[C@H](CC(=O)O)O[C@H]2CO3)c1	2.4	-5	0.1	0.0	1	nt	-18	nt
COc1ccc(CCNCC(O)COc2ccc(Cl)cc2)cc1OC (configuration not stated)	2.6	3	?	-0.1	7	-5	1	-8
CCOC(=O)C1CCCN(C(=O)c2cc(S(=O)(=O)N3CCCCC3)c[nH]2)C1 (configuration not stated)	2.0	-5	-0.4	0.0	-5	1	6	-3
CCOc1ccc(CCNC(=O)COc2cc(=O)n(C)c3ccccc23)cc1OCC	-0.7	52*	-0.2	0.3	-8	0	nt	-4
O=C(NCC[C@@H]1CC[C@H](NC(=O)C2CC2)[C@@H](CO)O1)Nc1ccc(C(F)(F)F)cc1	1.8	0&-18	-0.6	0.1&0.1	1	0	-1	17
CCCn1ccnc1SC(C)C(=O)Nc1c(C)n(C)n(-c2ccccc2)c1=O (configuration not stated)	3.0	3	-0.5	0.3	-6	2	-9	3
COC(=O)C1=C(C)N(Cc2ccccc2C(F)(F)F)C(=NCc2ccccc2C(F)(F)F)NC1c1cccc(C(F)(F)F)c1 (configuration not stated)	-1.6	nt	-0.4	0.2	4	-2	nt	-12
C=CCN(CC=C)C(=S)NC(=O)c1ccc(OC)cc1	0.4	-3	17	0.1	nt	4	nt	-5
Cc1noc(C)c1NC(=O)N(C)C[C@@H]1Oc2c(NS(=O)(=O)c3cn(C)cn3)cccc2C(=O)N([C@H](C)CO)C[C@@H]1C	1.2	4	-0.1	-1.2	-10	1	8	-13
C[C@H](O)C#Cc1cnc2c(c1)C(=O)N([C@@H](C)CO)C[C@@H](C)[C@@H](CN(C)C(=O)Cc1ccncc1)O2	-0.3	-4	0.0	0.2	nt	-2	1	-2
C[C@H](CO)N1C[C@H](C)[C@@H](CN(C)C(=O)c2ccccc2)Oc2cc(C#CC3(O)CCCC3)ccc2S1(=O)=O	-2.8	-11	0.4	-1.1	-3	-2	-1	-10
Cc1noc(C)c1S(=O)(=O)N(C)C[C@@H]1Oc2ccc(NC(=O)CCN3CCOCC3)cc2CC(=O)N([C@@H](C)CO)C[C@@H]1C	-4.2	5	-9.4	0.2	-2	1	nt	-7
O=C(CCCCn1c(=O)c2ccccc2n(Cc2ccccc2)c1=O)NC1CCN(Cc2ccccc2)CC1	-5.9	15	nt	-0.2	-6	-2	-16	-54
CN1CCN(C(=O)/C(=C/c2ccco2)NC(=O)c2ccccc2)CC1	0.2	0	0.1	0.2	1	-4	-13	-23
O=C(NCC1CCN(Cc2ccccc2F)CC1)Nc1cccc(Br)c1	0.0	-20	nt	0.0	1	-5	6	-38
Cn1cnnc1SCC(=O)NC1CCCc2ccccc21 (configuration not stated)	1.7	2	nt	0.1	3	1	nt	-7
Cc1cccc(C)c1-n1nnnc1C1c2ccccc2C(=O)N1CCOc1ccccc1 (configuration not stated)	1.4	-29	-1.9	0.2	1	-1	nt	-14
O=C(/C=C/c1ccccc1)n1cnnc1SC/C=C/c1ccccc1	nt	-7	nt	0.2	2	-1	nt	-2
N#C[C@H]1C2OC2c2ccccc2N1C(=O)c1ccccc1 (some centres not stated)	-4.2	nt	nt	nt	-7	0	-1	-4
CCc1noc(C)c1C(=O)NNC(=O)c1ccccc1Cl	-0.2	nt	-0.4	0.0	-9	-1	-14	-15
CC1(C)CC(=O)c2cc(OCC(=O)O)ccc2O1	-0.1	0	nt	nt	-5	0	-2	-10
CCOc1ccccc1NC(=O)c1cc(S(=O)(=O)N2CCOCC2)ccc1C	0.1	18	3.8	0.0	-1	1	1	-7
O=C(Cc1ccccc1)N1CC(=O)N2[C@H](CO)[C@H](c3ccc(C#Cc4ccccc4)cc3)[C@H]2C1	6.4	-4	-0.2	0.1	4	1	nt	3

Assay outcomes deposited in PubChem by Broad Institute.
